PREPL inh = PREPL enzyme inhibitors, primary screen, biochemical, fluorescence polarization; AID 2751, 2010; 320,000 compounds, 0.68% hits; recombinant PREPL, fluorescence polarization activity-based probe; inhibition, % at 5.96 µM; Prolyl endopeptidase-like (Homo sapiens), Q4J6C6; in the data active means inhibition above about 43%;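 further: 0% = enzyme with DMSO and 100% = wells lacking enzyme; many of its hits are not listed in these tables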
Target sequence (Q4J6C6 whole entry, looked up): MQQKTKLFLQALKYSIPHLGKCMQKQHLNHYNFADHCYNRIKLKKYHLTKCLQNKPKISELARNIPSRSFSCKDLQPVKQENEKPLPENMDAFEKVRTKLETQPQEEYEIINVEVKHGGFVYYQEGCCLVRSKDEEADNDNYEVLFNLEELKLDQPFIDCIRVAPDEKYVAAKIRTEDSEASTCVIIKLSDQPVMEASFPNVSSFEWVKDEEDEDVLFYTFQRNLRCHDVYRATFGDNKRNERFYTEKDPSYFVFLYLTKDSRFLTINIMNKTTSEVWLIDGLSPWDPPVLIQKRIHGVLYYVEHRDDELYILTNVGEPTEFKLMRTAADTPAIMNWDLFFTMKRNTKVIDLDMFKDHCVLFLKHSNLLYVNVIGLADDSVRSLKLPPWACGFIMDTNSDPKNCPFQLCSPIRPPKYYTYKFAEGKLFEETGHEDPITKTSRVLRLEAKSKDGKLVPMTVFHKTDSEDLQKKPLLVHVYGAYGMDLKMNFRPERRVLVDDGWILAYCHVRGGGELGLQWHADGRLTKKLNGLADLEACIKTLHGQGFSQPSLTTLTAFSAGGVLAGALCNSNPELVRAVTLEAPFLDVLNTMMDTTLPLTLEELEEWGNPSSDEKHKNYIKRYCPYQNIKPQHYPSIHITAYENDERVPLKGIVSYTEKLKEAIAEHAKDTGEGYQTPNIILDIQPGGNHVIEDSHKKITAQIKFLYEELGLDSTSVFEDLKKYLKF
EBNA-1 inhibitor = EBNA-1 DNA-binding inhibitors, primary screen, biochemical, fluorescence polarization | inhibition, % at 14.8 µM | 300,000 compounds, 0.34% hits | AID 1950, 2009; in the data active means inhibition above about 28%
PP1 inh = PP1-alpha phosphatase inhibitors, primary screen, counter-screen for PP5 inhibitor project, biochemical, fluorescence, OMFP substrate, single point. AID 2235, 2010. 320,000 compounds, 0.9% hits. Serine/threonine-protein phosphatase PP1-alpha catalytic subunit (Homo sapiens), P62136. purified PP1alpha. inhibition, % at 6.7 µM;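 active means inhibition above the mean inhibition of all tested compounds plus 3 SD, computed separately for each screening campaign, cut at about 15% in these data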
ZTA DNA inh = ZTA (EBV) inhibition in EBNA-1 counter-screen | P03206 | ZTA-DNA binding, fluorescence polarization | inhibition, % at 11 µM | 320,000 compounds, 0.15% hits | AID 2234; in the data active means inhibition above about 33%
Target sequence (P03206 whole entry, looked up): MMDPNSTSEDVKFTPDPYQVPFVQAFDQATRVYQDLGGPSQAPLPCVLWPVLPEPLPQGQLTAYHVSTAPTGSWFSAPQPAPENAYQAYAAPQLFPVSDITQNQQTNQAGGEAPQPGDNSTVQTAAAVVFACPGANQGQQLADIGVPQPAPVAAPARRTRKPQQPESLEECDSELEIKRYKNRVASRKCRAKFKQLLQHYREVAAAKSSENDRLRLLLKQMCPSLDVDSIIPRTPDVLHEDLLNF
HCV core dimer = inhibitors of HCV core protein dimerization, primary screen, biochemical, TR-FRET, high-throughput; AID 1899, 2009; inhibition, % at 5 µM; 300,000 compounds, 0.33% hits; TR-FRET GST/Flag-core106 dimerization, 1536-well;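 active means inhibition above the mean of all tested compounds plus 3 SD, set per screening campaign, cut at about 45% in these data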
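System: GST-tagged and Flag-tagged HCV core protein residues 1-106 / Input: core106 proteins, GST 13.5 nM and Flag 17 nM / Buffer or medium: KF-containing HEPES buffer, pH 7.45, DTT, CHAPS, BSA / Probe or stimulus: Eu-anti-GST and XL665-anti-Flag labelled anti-tag antibodies / Schedule: 4 h, 22.5 °C incubation / Technique: TR-FRET 671 and 617 nm emission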
CTSL1 counter = Fasciola hepatica cathepsin L1 inhibitors, primary screen, counter-screen for PFM18AAP inhibitor project, biochemical, QFRET, fluorogenic peptide substrate; recombinant F. hepatica cathepsin L1, Z-Leu-Arg-MCA fluorescence; inhibition, % at 5.96 µM; 300,000 compounds, 0.49% hits;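 active means inhibition above the mean of all tested compounds plus 3 SD, set per screening campaign, cut at about 17% in these data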;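 further: 0% = plate median of test compound wells and 100% = 1 µM Z-Phe-Ala-diazomethylketone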
PP5 inh = PP5 phosphatase inhibitors, primary screen, biochemical, fluorescence | 320,000 compounds, 0.18% hits | purified PP5c, OMFP substrate fluorescence | inhibition, % at 6.7 µM;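 active means inhibition above the campaign's mean inhibition across all tested compounds plus 3 SD, cut at about 9.5% in these data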;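 further: 0% = DMSO only and 100% = 100 µM cantharidin control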
TPT1 inhibitor = Candida albicans TPT1 enzyme inhibitors, primary screen, biochemical, fluorescence polarization; recombinant caTPT1, FP RNA substrate dephosphorylation; AID 1962, 2009; 300,000 compounds, 0.81% hits; tRNA 2'-phosphotransferase TPT1 (Candida albicans SC5314); inhibition, % at 5 µM;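 active means inhibition above the mean of all tested compounds plus 3 SD, set per screening campaign, cut at about 24% in these data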;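 further: plate controls were DMSO alone for no effect and ferristatin control at 100 nM for full effect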
Efflux pump mplx = inhibitors of Candida efflux pumps in yeast, primary screen, S. cerevisiae, Nile Red, multiplex | S. cerevisiae Candida pump triplex | inhibition, % at 10 µM | 330,000 compounds, 0.44% hits | AID 485275, 2010;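 active means plate passing quality check with inhibition over a set limit, or well fluorescence over plate mean plus 4 SD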;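 further: Nile Red retained in pooled yeast measured as flow cytometry median fluorescence; 0% = buffer negative control and 100% = Enniatin B positive control; higher means more Nile Red kept so more efflux inhibition; some compounds called inactive have numbers as strong as hits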
An asterisk follows results filed as active; nt = no result given. Some of the compounds tested; count on the stated rates, not on these rows.

cpd	Molecule	PREPL inh	EBNA-1 inhibitor	PP1 inh	ZTA DNA inh	HCV core dimer	CTSL1 counter	PP5 inh	TPT1 inhibitor	Efflux pump mplx
1	COc1ccc(C2=NOC(Cn3nc(C(=O)NCc4ccc(C)cc4)cc3-c3ccccc3)C2)cc1 (centres undefined)	-13	-3	11	-1	20	1	2.0	1	nt
2	Cc1ccc(S(=O)(=O)CCC(=O)Nc2cc(Cl)ccc2-n2cncn2)cc1	6	-4	0	2	3	1	0.5	0	0.0
3	Cc1ccc(NC(=O)c2cccs2)cc1[N+](=O)[O-]	3	-1	-2	2	1	-3	-1.0	3	0.4
4	C=CC(O)Cc1c(C)n[nH]c1C (centres undefined)	-3	0	-2	-3	-4	-3	-0.8	1	0.0
5	O=C(CCC(=O)OCC(=O)c1cccc([N+](=O)[O-])c1)Nc1cccc(Cl)c1Cl	3	-2	-3	15	0	-7	1.4	5	-0.1
6	Cc1ccc(-n2c(Cc3cccn3C)nnc2SCC(=O)NCc2ccco2)cc1	19	-6	-2	-8	6	-5	2.5	-1	0.8
7	COc1cccc(-n2ccnc2SCC(=O)Nc2ccccc2F)c1	-3	3	1	3	0	4	-0.4	1	0.1
8	CC(=O)Oc1ccc(C(=O)NCCc2ccccc2)cc1	-4	3	-2	7	-4	-10	-0.8	-4	0.1
9	COc1ccc(CN2C(=O)CNC2=S)cc1	0	13	-2	5	-5	0	-2.4	1	-0.1
10	CCOc1ccc(/C=C2\SC(=S)N(CCC(=O)Nc3ccc(C(=O)O)cc3)C2=O)cc1	1	6	3	-10	-1	3	3.2	-1	0.0
11	CCN1C(=O)C2(C(C#N)=C(N)Oc3cc(C)oc(=O)c32)c2ccccc21 (centres undefined)	2	0	5	14	0	3	2.6	0	0.0
12	COCCNC(=O)c1onc(CSc2ccccn2)c1C(=O)NCCOC	-3	5	-4	3	-17	-2	2.2	-2	-0.3
13	N#Cc1c2c(c(Nc3ccc(O)cc3)n3c1nc1ccccc13)CCC2	7	39*	8	-3	-11	-1	2.6	-2	-0.2
14	Nc1nc(SCC(=O)Nc2ccccc2Oc2ccccc2)n[nH]1	2	5	3	5	0	-3	-2.0	0	-0.3
15	CC1(C)CC(=O)CC(C)(C)N1OC(=O)c1ccncc1	15	-7	-2	-11	1	-1	0.2	-4	0.0
16	Cc1cc2cc(CNC(=S)NCc3ccccc3)ccc2n1C	9	-2	2	4	4	2	3.1	-1	0.0
17	COc1ccccc1N1CCN(C(=O)c2ccccc2NC(=O)C2CCCCC2C(=O)O)CC1 (centres undefined)	-7	14	-2	-16	2	-4	2.5	0	0.1
18	COc1cc(C(=O)Nc2ccccc2SCc2cc(=O)n3nc(C)sc3n2)cc(OC)c1OC	22	-11	0	-22	-9	7	0.5	-5	0.5
19	CC(Oc1ccc(Cl)cc1Cl)c1ccn[nH]1 (centres undefined)	-8	9	-2	16	0	-3	0.2	-4	-0.1
20	N#Cc1ccccc1OCC(=O)OCC(=O)c1ccc2c(c1)NC(=O)CO2	4	0	-1	-5	0	-16	-0.7	1	-0.1
21	COC(=O)c1ccc(Oc2nc(N(C)C)nc(N3CCOCC3)n2)cc1	-4	-8	-1	5	0	-2	1.1	-4	0.0
22	O=C(CCCCl)Nc1c2c(nn1-c1ccccc1)CSC2	6	-8	-4	-12	0	-6	-2.3	1	0.2
23	COc1cccc(CNC(=O)c2c(C)nn(-c3ccccc3)c2C)c1	1	-6	1	-4	-8	-1	2.9	2	0.2
24	O=C(Cc1ccccc1)N/N=C/c1ccccc1Cl	2	8	-2	-3	-1	2	-0.7	-1	-0.1
25	O=C1N(CN2CCOCC2)c2ccccc2C12OCC(CCl)O2 (centres undefined)	4	-6	0	-10	-10	-6	2.7	0	0.0

Along the list, quoted from above:
Efflux pump mplx for nos. 1 to 12: nt, 0.0, 0.4, 0.0, -0.1, 0.8, 0.1, 0.1, -0.1, 0.0, 0.0, -0.3
EBNA-1 inhibitor for nos. 1 to 12: -3, -4, -1, 0, -2, -6, 3, 3, 13, 6, 0, 5

Arranged by value in HCV core dimer (largest number first): three from the list above.
| no. | Structure | PREPL inh | EBNA-1 inhibitor | HCV core dimer | PP5 inh | TPT1 inhibitor | Efflux pump mplx |
| --- | --- | --- | --- | --- | --- | --- | --- |
| 17 | COc1ccccc1N1CCN(C(=O)c2ccccc2NC(=O)C2CCCCC2C(=O)O)CC1 (centres undefined) | -7 | 14 | 2 | 2.5 | 0 | 0.1 |
| 3 | Cc1ccc(NC(=O)c2cccs2)cc1[N+](=O)[O-] | 3 | -1 | 1 | -1.0 | 3 | 0.4 |
| 14 | Nc1nc(SCC(=O)Nc2ccccc2Oc2ccccc2)n[nH]1 | 2 | 5 | 0 | -2.0 | 0 | -0.3 |

(more compounds)
cpd	Molecule	PREPL inh	EBNA-1 inhibitor	PP1 inh	ZTA DNA inh	HCV core dimer	CTSL1 counter	PP5 inh	TPT1 inhibitor	Efflux pump mplx
26	O=C(O)C1C2C=CC(CC2)C1C(=O)O (centres undefined)	-4	2	1	13	-32	-3	2.4	5	0.3
27	COc1ccc(C2CC(=O)N(C)c3ccccc3S2)cc1OC (centres undefined)	-5	-7	-6	-19	-6	0	4.7	2	0.1
28	CCN(CC)C(=S)SCC(=O)c1ccccc1	17	2	6	20	-5	-2	0.3	-2	0.1
29	CC(C)CCN(CC(=O)NCc1ccc(F)cc1)S(=O)(=O)c1ccccc1F	-39	6	-1	13	3	2	0.2	-1	-0.1
30	CCCCCSc1nnc(N)s1	10	0	-1	-7	-7	3	-1.3	-1	-0.1
31	CCC(=O)N1CCN(c2cc(N3CCCC3)c(F)cc2[N+](=O)[O-])CC1	5	5	-2	-1	-4	5	0.4	0	0.0
32	Cc1ccc(S(=O)(=O)n2c3ccc(F)cc3c3nc(C)sc32)cc1	14	-7	6	-26	-3	-1	4.1	-1	-0.1
33	CCCCCCn1c(N2CCC(C(N)=O)CC2)nc2c1c(=O)n(C)c(=O)n2C	13	-11	-6	-4	-1	4	-1.3	3	0.2
34	CC1=C(C(=O)OCC(Cl)(Cl)Cl)N2C(=O)C(NC(=O)Cc3ccccc3)C2SC1 (centres undefined)	-9	-12	4	-9	7	-10	0.0	2	0.1
35	CCOC(=O)c1ccc(COC(=O)c2ccc3c(c2)-c2ccccc2C3=O)cc1	5	0	-3	14	6	0	-1.7	0	0.0
36	OC(COCc1cccs1)CN1CCN(c2cccc(Cl)c2)CC1 (centres undefined)	10	16	-1	8	0	2	0.1	-1	0.8
37	Cc1ncc([N+](=O)[O-])n1CCOC(=O)NC(Nc1ccc(F)cc1)C(Cl)(Cl)Cl (centres undefined)	-4	1	-4	-16	6	-1	2.5	2	0.0
38	CCN(CC)S(=O)(=O)c1ccc(C(=O)OCC(=O)Nc2ccc(-c3nc4ccc(C)cc4s3)cc2)cc1	-4	1	2	-4	4	-4	2.4	-2	-0.5
39	O=C1C(Cl)=C(NS(=O)(=O)c2ccc([N+](=O)[O-])cc2)C(=O)c2ccccc21	2	-2	2	11	-8	0	1.4	0	0.0
40	Cn1ncc2c(NNC(=O)c3ccccc3Cl)ncnc21	-2	-5	-2	-4	1	-3	0.9	-1	0.2
41	CC(C)c1ccc(-c2cc(C(=O)N3CCOCC3)c3cc(Br)ccc3n2)cc1	11	14	-2	4	22	3	1.8	-3	-0.2
42	C/C(=N\NC(=O)c1ccc(N(C)C)cc1)c1ccc(C)c(C)c1	6	1	1	-1	-6	0	0.1	-4	-0.2
43	Oc1c(Cl)cc(Cl)cc1/C=C/c1ccc2cccc(O)c2n1	7	-23	9	1	19	-2	4.2	56*	0.3
44	COc1ccc(N2C(=O)CC(Sc3ncccc3C(=O)O)C2=O)cc1 (centres undefined)	-3	-10	-5	-4	3	-3	2.5	-1	0.1
45	CCN(CCO)Cc1csc2ccc(Cl)cc12	-3	-1	0	1	-4	0	2.2	-2	0.1
46	Cc1ccc(C)c(NC(=O)CCN2C(=O)C3CC=CCC3C2=O)c1 (centres undefined)	0	nt	-2	-1	nt	nt	-0.9	nt	-0.2
47	Cc1ccc(NC(=O)C(=O)NCCc2c[nH]c3ccccc23)cc1C	-29	5	-7	-8	4	-1	-1.0	1	-0.1
48	Cc1nn(S(=O)(=O)c2ccccc2)c(C)c1Sc1ccc([N+](=O)[O-])cc1	3	-3	0	24	2	3	0.1	0	-0.2
49	CCOC(=O)c1cccc(NC(=O)CCNS(=O)(=O)c2ccc3c(c2)CCN3C(=O)CC)c1	5	5	-3	-20	-2	4	0.6	-4	-0.1
50	COc1cccc(S(=O)(=O)c2nc(C)c3c(n2)CCC3)c1	8	11	-6	11	6	4	-1.2	-1	-0.1
51	C=CCS/C(=N\n1cnc2ccccc2c1=O)N(CC)CC	2	1	-1	12	-1	1	0.1	-1	0.0
52	COC(=O)CCC/C=C1/SCC(NC(=O)c2ccccc2)C1=O (centres undefined)	-6	-6	3	-2	1	0	2.3	-3	0.3
53	COC(=O)c1cn(NC(=O)Cc2c(F)cccc2Cl)c(=O)c2ccccc12	6	-10	-6	-4	-6	-2	-0.1	-3	0.0
54	CC1=NN(C(=O)Cn2nc([N+](=O)[O-])cc2C)C(O)(C(F)(F)F)C1 (centres undefined)	3	9	-2	-4	-1	-2	3.1	2	0.1
55	CCC(CO)n1c(SCc2cc(=O)oc3cc(C)ccc23)nc2ccccc2c1=O (centres undefined)	23	7	4	-6	6	7	3.4	-3	-0.1
56	CC(C)(C)/C(O)=C(/C#N)c1nc2ccccc2[nH]1	13	5	3	6	-4	-1	4.8	6	0.0
57	COC(=O)CCC(=O)OC1(C)C(=O)C=C2C=C3CCCN3C=C2C1=O (centres undefined)	11	8	6	-2	5	2	2.1	-6	-0.1
58	Cc1ccc(NC(=S)NCc2ccc(S(N)(=O)=O)cc2)cc1Cl	-2	-11	-3	-5	1	1	-0.3	5	0.1
59	COc1ccccc1S(=O)(=O)c1ccccc1[N+](=O)[O-]	-6	-2	-4	-8	3	-6	1.7	-2	-0.2
60	Cc1cc2ccccc2nc1Br	-1	1	-2	6	-5	0	-0.7	1	-0.3
61	CNC(=O)c1cccc2cccc(Sc3ccccc3C(=O)O)c12	17	-4	-3	-6	-7	-1	0.9	-2	-0.1
62	CCOc1ccc(-n2cc(C(=O)Nc3cccc(Cl)c3)c3cc(OC)c(OC)cc3c2=O)cc1	-12	-5	-2	6	48*	-1	2.2	-2	0.8
63	CCOC(=O)c1c(NC(=O)CSc2nnc(-c3c[nH]c4ccccc34)n2CC)sc2c1CCCC2	2	-13	-2	8	31	-5	3.0	-2	0.2
64	Cc1cccc(OCC(=O)Nc2ccc3nc(C)sc3c2)c1	3	-2	-4	-9	-1	2	4.5	3	0.5
65	O=C(CSc1nc(-c2ccc(F)cc2)cs1)N1CCN(C(=O)c2ccco2)CC1	-28	-13	2	-8	5	-4	1.3	-2	0.1
66	N#Cc1ccsc1NC(=O)CN(Cc1ccccc1)Cc1ccccc1	-1	0	8	2	-3	1	1.6	2	-0.1
67	O=S(=O)(NCCSc1ccccn1)c1ccc(Cl)cc1	-11	7	-1	21	5	10	-0.6	-5	0.1
68	CC1=NN(c2ccccc2)C(=O)C1N=Nc1ccc(C)cc1 (centres undefined)	0	3	2	2	-2	-2	4.5	-2	-0.1
69	CCN(CC)CCOC(=O)c1ccc(NC(=O)COc2cc(=O)n(CC)c3ccccc23)cc1	-15	7	-2	1	0	-6	-3.0	-1	-0.1

Assay outcomes as filed in PubChem BioAssay.
